Screening results: PubChem, NMMLSC
Myeloid diff 2 – promotes myeloid progenitor differentiation; ER-HoxA9 myeloid progenitors, lysozyme-GFP differentiation, flow cytometry; calls only at 10 µM; 1% of 360,000 active;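 active = normalized GFP-positive differentiation at or above the plate's own cutoff, the solvent-only control mean plus 3 SD; inconclusive = no clear call, values can overlap the other calls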;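 also: cells exposed to compound for four days before flow analysis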
Myeloid diff 2 GFP+ MAC1+ % – recorded beside Myeloid diff 2, whose call it bears; GFP+ MAC1+ double positive, %; measured here: differentiation confirmed by MAC1 staining
* marks the source's active call; other numbers are inactive results; i = inactive; u = inconclusive; x = no result given; + = active, no number.

SMILES | Myeloid diff 2 | Myeloid diff 2 GFP+ MAC1+ %
COc1ccc(-c2coc3c(C(=O)NCc4cccs4)cccc23)c(C)c1 | i | 0.5
COc1ccc(-c2nc3ccc(Br)cn3c2Cc2ccccc2)cc1OC | i | 1.1
CC(C)(C)c1ccc(CC(=O)N2CCC2(C)C(=O)Nc2ccc(F)cc2F)cc1 (stereo not drawn) | i | 0.8
CCCc1c(-c2ccc(F)cc2)ncn1Cc1ccccc1OC | i | 1.6
CCCCNC(=O)C1(C)CCCCN1C(=O)c1ccc(OC)c(C(F)(F)F)c1 (stereo not drawn) | i | 1.2
O=C1C(c2ccccc2)=NCCN1C(c1ccc(F)cc1)c1nc2ccccc2[nH]1 (stereo not drawn) | i | 1.1
O=c1ccc2nc3ccccc3sc-2c1 | i | 1.1
Cn1cc(CN2CCC(C(=O)NC(c3ccc(F)cc3)c3ccc4ccccc4n3)CC2)c2ccccc21 (stereo not drawn) | u | x
COC(=O)C1(C(=O)OC)CCCCN(S(=O)(=O)c2ccc(C)cc2)CCC1 | i | 1.2
COCCNc1nc(NCCCN(C)C)c2sccc2n1 | i | 0.8
COc1cc(-c2cnc3c(NC=O)cc(-c4ccc(S(C)(=O)=O)cc4)cn23)cc(OC)c1OC | + | 8.2*
CCOC(=O)[C@]12CCC=C1N(Cc1cccc3ccccc13)C(=O)[C@H](CC(=O)N1CCSCC1)C2 | i | 1.4
CCNC(=O)C1(C)CCN(C(=O)c2ccccc2C(F)(F)F)C1 (stereo not drawn) | i | 0.4
CC[C@@H](C)[C@@H](CO)NC(=O)[C@H]1O[C@@H](n2cnc3c(N)ncnc32)[C@H](O)[C@@H]1O | i | 1.1
O=C(Nc1cccc(C(F)(F)F)c1)c1cccc2c(-c3cccnc3)coc12 | i | 0.8
CC1(c2nc3ccccc3[nH]2)c2ccccc2C(=O)N1Cc1ccccn1 (stereo not drawn) | i | 1.3
COc1cc(NC(=O)c2cc(-c3cc(F)ccc3OC(C)C)n[nH]2)cc(OC)c1OC | i | 1.0
CCC(C(=O)NC1CCCC1)n1c(-c2ccccn2)nc2ccccc21 (stereo not drawn) | i | 0.9
CC1(C(=O)Nc2cccc3c2CCCC3)CCN1C(=O)C1(c2ccc(Cl)cc2)CC1 (stereo not drawn) | i | 0.3
OCCNc1ncnc2c1ncn2[C@H]1CN(Cc2ccc3c(c2)OCO3)C[C@@H](CO)O1 | i | 1.5
CC(C)NC(=O)C1Cc2c(-c3ccc4c(c3)OCO4)ccnc2O1 (stereo not drawn) | i | 0.4
CCCCCCCCN1C(=O)[C@H](CC(=O)NCCC(C)C)C[C@@]2(C(=O)OCC)CCCC=C12 | i | 2.6
COc1ccc(CNC(=O)C2Cc3c(-c4ccc5c(c4)OCO5)ccnc3O2)cc1OC (stereo not drawn) | i | 0.9
OC(c1ccccc1)c1ncc(-c2ccc(Oc3ccccc3)cc2)[nH]1 (stereo not drawn) | i | 1.8
CC(=O)Nc1cccc(-c2cnc(NC(C)=O)cn2)c1 | i | 1.2

The closing three records of the section before lead into the next:
SMILES | Myeloid diff 2 | Myeloid diff 2 GFP+ MAC1+ %
COc1ccc(CNC(=O)C2Cc3c(-c4ccc5c(c4)OCO5)ccnc3O2)cc1OC (stereo not drawn) | i | 0.9
OC(c1ccccc1)c1ncc(-c2ccc(Oc3ccccc3)cc2)[nH]1 (stereo not drawn) | i | 1.8
CC(=O)Nc1cccc(-c2cnc(NC(C)=O)cn2)c1 | i | 1.2
CCCCC[C@H](C)N1C[C@H](COCc2ccccc2)Oc2cc(N3CCC[C@@H]3CO)ccc2S1(=O)=O | i | 0.7
CCC(CC)C(C(=O)NCc1ccccc1)N1CCN(C(=O)C2CCCO2)CC1 (stereo not drawn) | i | 1.2
O=C(NCc1ccccc1)C(c1ccc(-c2ccccc2)cc1)N1CCN(CCN2CCOCC2)CC1 (stereo not drawn) | i | 2.8
COc1ccc(NC(=O)C2(C)CCN2C(=O)Cc2ccc(Cl)cc2Cl)cc1OC (stereo not drawn) | i | 1.0
Cn1c(=O)c2cc(NC(=O)NCc3ccc(F)cc3)ccc2n1C | i | 2.2
Cc1cccc(CNC(=O)c2sc(=O)n(Cc3c(C)cccc3C)c2C)c1 | i | 4.1
Fc1ccc(-c2nc3ccc(Br)cn3c2Cc2cccc(F)c2)cc1 | i | 0.2
CCCCn1nnnc1C(C1CC1)N1CCN(C/C=C/c2ccccc2)CC1 (stereo not drawn) | i | 1.3
Cc1ccc(-c2nc3c(C)cc(Br)cn3c2Cc2ccsc2)cc1 | i | 0.7
COc1cc(C(O)c2nc(-c3ccncc3)cs2)ccc1F (stereo not drawn) | i | 1.7
O=[N+]([O-])c1ccc(NS(=O)(=O)c2ccc(Cl)c(Cl)c2)cc1 | i | 1.2
CC(=O)OC[C@@H]1CN(Cc2ccccc2)C[C@H](n2cnc3c(Nc4ccccc4)ncnc32)O1 | i | 1.1
CN(c1cc(Cl)c2c(c1)OCO2)c1cc2c(c3c1ccn3C)C1CCC2C1 (stereo not drawn) | i | 0.6
CSCCC(C(=O)Nc1c(C)cccc1C)N(C)CCc1ccccc1 (stereo not drawn) | i | 0.6
Cc1ccc(S(=O)(=O)N2C3CCCCC3O[C@H]2CC(=O)c2ccccc2)cc1 (stereo partly drawn) | i | 2.8
CCCCc1c(-c2ccccc2OC)ncn1Cc1ccc(-c2ccccc2)cc1 | i | 1.5
C(=C\c1ccccc1)/CN1CCN(C(c2ccccc2)c2nnnn2C2CCCCC2)CC1 (stereo not drawn) | i | 0.6
CCOC(=O)[C@]12CCC=C1N(Cc1ccco1)C(=O)[C@H](CC(=O)N1CCCC1)C2 | i | 1.2
Cc1ccc(NC(=O)Nc2nnc([C@H]3C[C@H](O)[C@@H](CO)O3)s2)cc1 | i | 0.8
Cc1cc2nc(-c3ccc(F)cc3)c(CC(C)(C)C)n2c(C)c1Br | i | 0.4
CCOC(=O)CC1(CC)Oc2ccccc2N1S(=O)(=O)c1ccc(C)cc1 (stereo not drawn) | i | 4.8
CCOC(=O)C1(C)CCCN(C(=O)c2cc(C)oc2C)C1 (stereo not drawn) | i | 1.0
CCNC(=O)C1(C)CCCN(Cc2noc(-c3ccccc3OC)n2)C1 (stereo not drawn) | i | 1.0
CC(C)C(=O)N1CCC1(C)C(=O)NCc1cc(Cl)ccc1F (stereo not drawn) | i | 0.3
CC(C)(C)C(C(=O)NC1CCCC1)N1CCN(c2ncccc2C#N)CC1 (stereo not drawn) | i | 3.6

Continuation.
SMILES | Myeloid diff 2 | Myeloid diff 2 GFP+ MAC1+ %
CCNC(=O)N(C)c1c(CC)nc2ccc(C(=O)N3CCN(C(C)=O)CC3)cn12 | i | 1.4
O=C(CC[C@H]1O[C@@H](n2cnc3c(NC(=O)c4ccccc4)ncnc32)[C@H](O)[C@@H]1O)NCC1CCCCC1 | i | 2.0
CC1(c2nnnn2Cc2ccccc2)CCC(=O)N1CCc1ccccc1F (stereo not drawn) | i | 1.1
Cc1cccc(C)c1N1C(=O)c2ccccc2NC(=O)C1C(=O)NCCc1ccccc1F (stereo not drawn) | i | 2.4
COc1ccc(F)cc1-c1cc(NC=O)c2ncc(-c3cccc(C(=O)N(C)C)c3)n2c1 | i | 0.5
CC(C)(C)NC(=O)C(C1CC1)n1c(=O)c(-c2ccccc2)nc2ccccc21 (stereo not drawn) | i | 1.2
Cc1ccc(C)c(C(Nc2ccccc2)c2ccc3ccc(C)nc3c2O)c1 (stereo not drawn) | i | 1.5
CC(=O)Nc1ccc(C(=O)N2CCCC(c3cc(C(=O)Nc4ccccc4Cl)no3)C2)cc1 (stereo not drawn) | i | 1.4
CNC(C)C(=O)NC(C(=O)N1CCCC1C(=O)Nc1ccc2[nH]ccc2c1)C(C)C (stereo not drawn) | i | 2.9
O=C(CSc1ncccn1)N(Cc1cccnc1)C(CCc1ccccc1)c1nc2ccccc2[nH]1 (stereo not drawn) | i | 1.2
COc1cc(OC)cc(-c2noc(-c3csc([C@H]4C[C@H](O)[C@@H](CO)O4)n3)n2)c1 | i | 0.6
Cc1ccc(-c2c(C#N)c(N)n(-c3ccc(Cl)cc3)c(=O)c2C#N)cc1 | i | 1.1
Cc1cccc(C)c1NC(=O)C(c1ccc(C(F)(F)F)cc1)n1c(=O)c(-c2ccccc2)nc2ccccc21 (stereo not drawn) | i | 4.7
CC1(C(=O)NCc2cccc3ccccc23)CCN1C(=O)C1(c2ccccc2)CCCC1 (stereo not drawn) | i | 1.2
O=C1C(=Cc2cn(-c3ccccc3)nc2-c2ccc(OCc3ccccc3)cc2)SC(=S)N1CCS(=O)(=O)O | i | 0.6
c1ccc(Cn2c(Cn3c(-c4cnccn4)nc4ccccc43)nc3ccccc32)cc1 | i | 0.6
OC(c1ccc(F)c(F)c1)c1nc(-c2ccoc2)cs1 (stereo not drawn) | i | 0.6
COCCNC(=O)C1(C)CCCN(C(=O)c2ccc3c(c2)OCO3)C1 (stereo not drawn) | i | 0.3
COc1ccccc1NC(=O)Nc1nc(C(N)Cc2ccc(C(F)(F)F)cc2)cs1 (stereo not drawn) | i | 0.7
CCOC(=O)C1CCCN(C(=O)c2cncc(Br)c2)CC1 (stereo not drawn) | i | 0.5
COc1ccccc1Cc1c(C2CCCCC2)nc2c3ccccc3ccn12 | i | 1.1
CC(=O)c1ccc(Nc2nc(C(N)Cc3ccc(C(F)(F)F)cc3)cs2)cc1 (stereo not drawn) | i | 1.0
COC[C@@H]1CCCN1[C@@H]1CS(=O)(=O)N[C@H]1COCc1ccccc1 | i | 1.1
O=C(CSc1nc2ccccc2c(=O)n1-c1ccccc1)Nc1ccc2c(c1)CCC2 | i | 1.0
CCOC(=O)[C@]12CCC=C1N(Cc1ccccc1)C(=O)[C@H](CC(=O)NCC1CCCCC1)C2 | i | 0.3

Arranged by heavy-atom count (lowest first): part of the list above
SMILES | Myeloid diff 2 | Myeloid diff 2 GFP+ MAC1+ %
COc1ccccc1Cc1c(C2CCCCC2)nc2c3ccccc3ccn12 | i | 1.1
CCNC(=O)N(C)c1c(CC)nc2ccc(C(=O)N3CCN(C(C)=O)CC3)cn12 | i | 1.4
COc1ccccc1NC(=O)Nc1nc(C(N)Cc2ccc(C(F)(F)F)cc2)cs1 (stereo not drawn) | i | 0.7
Cc1cccc(C)c1N1C(=O)c2ccccc2NC(=O)C1C(=O)NCCc1ccccc1F (stereo not drawn) | i | 2.4
Cc1cccc(C)c1NC(=O)C(c1ccc(C(F)(F)F)cc1)n1c(=O)c(-c2ccccc2)nc2ccccc21 (stereo not drawn) | i | 4.7

Single records, from the list above. Order of screens: Myeloid diff 2, Myeloid diff 2 GFP+ MAC1+ %
`O=C(CSc1ncccn1)N(Cc1cccnc1)C(CCc1ccccc1)c1nc2ccccc2[nH]1` (stereo not drawn) in the list: i, 1.2
`Cc1cccc(C)c1N1C(=O)c2ccccc2NC(=O)C1C(=O)NCCc1ccccc1F` (stereo not drawn) in the list: i, 2.4
`COC(=O)C1(C(=O)OC)CCCCN(S(=O)(=O)c2ccc(C)cc2)CCC1` in the list: i, 1.2
`COc1cc(-c2cnc3c(NC=O)cc(-c4ccc(S(C)(=O)=O)cc4)cn23)cc(OC)c1OC` in the list: +, 8.2*
`Cc1ccc(NC(=O)Nc2nnc([C@H]3C[C@H](O)[C@@H](CO)O3)s2)cc1` in the list: i, 0.8

Other structures
SMILES | Myeloid diff 2 | Myeloid diff 2 GFP+ MAC1+ %
OC(c1ccc(Cl)c(F)c1)c1ncc(-c2ccccc2F)[nH]1 (stereo not drawn) | i | 1.3
CC(=O)Nc1ccc(NC(=O)C2Cc3c(-c4ccc(Cl)cc4)ccnc3O2)cc1 (stereo not drawn) | i | 1.2
COCCNC(=O)c1cc2c(c(-c3cccc(C#CC(C)(C)O)c3)n1)[C@@H](CCO)N(S(=O)C(C)(C)C)C2 (stereo partly drawn) | i | 0.6
COc1ccc(Cc2c(-c3ccc(F)cc3)nc3c4ccccc4ccn23)c(C)c1 | i | 0.8
O=C(c1ccccc1)c1nn(-c2ccccc2)c(=O)cc1-c1ccccc1 | i | 1.3
CCc1nc2c(OCc3ccc(F)c(F)c3)cccn2c1N(C)C(=O)CC(C)C | i | 0.9
CC1(C(=O)NS(=O)(=O)c2cccc(OC(F)F)c2)CCN1C(=O)c1ccco1 (stereo not drawn) | i | 0.3
CCOC1=C2[C@@H](CN(S(=O)(=O)c3ccc(C)cc3)[C@H]2c2ccccc2Cl)[C@H]2C(=O)NC(=O)[C@H]2C1 | i | 1.2
C(=C\c1ccccc1)/CN1CCN(C(c2cccs2)c2nnnn2Cc2ccccc2)CC1 (stereo not drawn) | i | 1.4
CC(C)C[C@H]1CNC(=S)N1C[C@H]1CCCN1C[C@H](Cc1ccc(O)cc1)N1C[C@H](Cc2ccc(O)cc2)N(CC2CCCCCC2)C1=S | i | 1.1
Cc1cc(C(=O)N2CCC2(C)C(=O)NS(=O)(=O)c2ccccc2Cl)nn1C (stereo not drawn) | i | 0.8
CC1(C(=O)NCc2ccc(C(F)(F)F)cc2)CCN1Cc1ccc(-c2ccccc2)o1 (stereo not drawn) | i | 1.1
O=C1Nc2ccccc2C(=O)N(C2CCCC2)C1C(=O)NC1CC1 (stereo not drawn) | i | 1.3
Cc1ccc(F)c(S(=O)(=O)NC(=O)C2(C)CCN2C(=O)c2sccc2C)c1 (stereo not drawn) | i | 1.3
CC(CNC(=O)CC[C@H]1O[C@@H](n2cnc3c(NC(=O)c4ccccc4)ncnc32)[C@H](O)[C@@H]1O)c1ccccc1 (stereo partly drawn) | i | 1.3
Clc1cccc(Cc2c(-c3ccco3)nc3c4ccccc4ccn23)c1 | i | 1.1
Cc1cn([C@H]2C[C@H](O)[C@@H](/C=C/C(=O)NCCC(c3ccccc3)c3ccccc3)O2)c(=O)[nH]c1=O | i | 1.0
CC(C)c1ccc(Nc2n[nH]c(=S)s2)cc1 | i | 0.8
COc1ccc(-c2nc3c(C)cc(Br)cn3c2Cc2ccsc2)cc1OC | i | 1.1
COc1ccccc1CNC(=O)C1(C)CCCCN1C (stereo not drawn) | i | 1.2
COc1ccc(-c2nn(-c3ccccc3)cc2CNC[C@H]2O[C@@H](n3cnc4c(=O)[nH]c(N)nc43)[C@H](O)[C@@H]2O)cc1 | i | 0.9
CC1(C(=O)NS(=O)(=O)c2ccccc2Cl)CCN1C(=O)C1CCCCC1 (stereo not drawn) | i | 0.7

Only part of the results is shown, so the mix of outcomes need not match the whole.
